Pol eta inh = DNA polymerase eta (human) inhibition | Q9Y253 | recombinant Pol eta, fluorescent DNA replication assay | Potency, µM (series often up to 114 µM), for the others: top-dose activity change, negative = inhibition, hits mostly inhibitors | 390,000 compounds, 1.2% hits; further: potency means the concentration at half of the fitted maximal effect; on the % scale 0 is the no-effect control and ±100 the full control effect
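Fluorescent replication assay: 50 nM final substrate added after a 15 min room-temperature compound preincubation with 10 nM enzyme. Signal taken at 0 min and again at 10 min.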
ERG Ets-DNA blk = blocks human ERG Ets domain binding to DNA; P11308; fluorescence polarization, His-ERG Ets domain / labelled DNA; Potency, µM (titrated, usually from 76.9 µM), without a hit: at the highest dose FP activity, negative = inhibition, most hits filed as inhibitors; 370,000 compounds, 0.028% hits; AID 624246; active means well fitted inhibition curve with a large enough effect in the polarisation, with a control signal flat; inconclusive means small, poorly fitted or top-dose-only effect, or effect the other way, or a change in a side signal; inactive means no such curve, though single readings can be large or run the other way; the % refers to the polarisation;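 further: polarization taken with two DNA probes labelled with fluorescein and Texas red; potency means the concentration at half of the fitted maximal effect; % of control where 0% means no effect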
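His-tagged ERG Ets domain (1 uM in the protein solution; 300mM KCl, 50mM Tris-HCl, 1mM EDTA, 1mM DTT, pH 7.5) received compound, then a probe mix of 5 nM fluorescein-DNA and 100nM Texas-615-DNA. Fluorescence polarization was read for both dyes.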
ALOX12 inh = blocks human arachidonate 12S-lipoxygenase. P18054. purified 12hLO, xylenol orange hydroperoxide absorbance. Potency, µM (series often up to 108 µM), without a hit: at the top dose activity change, negative = inhibition, actives largely listed as inhibitors. 580,000 compounds, 1.1% hits. AID 1671190; further: potency means the concentration at half of the fitted maximal effect; on the % scale 0 is the no-effect control and ±100 the full control effect
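Purified human 12hLO at 150 nM in 25 mM Hepes, 0.01% Triton X-100, pH 7.0, preincubated 15 min at room temperature with compound. Reaction started with 40 uM arachidonic acid, 30 min at room temperature. Hydroperoxide measured by Fe-xylenol orange, 573/405 nm absorbance ratio.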
POLK inh = inhibitors of human DNA polymerase kappa | Q9UBT6 | purified Pol kappa, fluorescent DNA synthesis assay, 10 min | 400,000 compounds, 0.53% hits | Potency, µM (titrated, usually from 107 µM), for the others: at the top dose activity, negative = inhibition, hits mostly inhibitors; further: potency means the concentration at half of the fitted maximal effect; on the % scale 0 is the no-effect control and ±100 the full control effect
Target sequence (Q9UBT6 whole entry, looked up): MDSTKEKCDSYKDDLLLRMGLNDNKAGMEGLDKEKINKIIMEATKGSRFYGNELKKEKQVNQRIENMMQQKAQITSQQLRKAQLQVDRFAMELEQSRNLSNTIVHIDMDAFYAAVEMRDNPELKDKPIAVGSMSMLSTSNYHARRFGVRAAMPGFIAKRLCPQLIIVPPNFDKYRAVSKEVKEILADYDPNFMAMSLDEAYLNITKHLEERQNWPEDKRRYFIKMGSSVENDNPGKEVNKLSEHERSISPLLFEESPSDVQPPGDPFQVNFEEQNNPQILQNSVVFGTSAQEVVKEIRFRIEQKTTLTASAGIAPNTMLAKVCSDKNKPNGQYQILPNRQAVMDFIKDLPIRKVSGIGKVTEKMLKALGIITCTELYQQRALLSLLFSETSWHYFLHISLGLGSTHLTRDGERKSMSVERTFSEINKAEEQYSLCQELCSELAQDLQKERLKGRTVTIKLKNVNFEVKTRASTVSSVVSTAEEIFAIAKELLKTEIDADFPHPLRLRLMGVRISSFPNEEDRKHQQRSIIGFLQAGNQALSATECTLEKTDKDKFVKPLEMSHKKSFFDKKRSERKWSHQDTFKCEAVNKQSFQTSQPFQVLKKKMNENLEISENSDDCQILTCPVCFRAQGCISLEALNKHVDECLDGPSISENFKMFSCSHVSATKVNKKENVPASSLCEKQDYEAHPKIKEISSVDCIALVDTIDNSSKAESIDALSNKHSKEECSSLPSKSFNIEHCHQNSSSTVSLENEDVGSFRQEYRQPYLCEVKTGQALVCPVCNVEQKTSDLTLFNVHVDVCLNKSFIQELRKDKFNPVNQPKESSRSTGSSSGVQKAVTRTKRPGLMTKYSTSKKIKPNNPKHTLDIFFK
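Inhibition of 10 nM Pol kappa is measured by a fluorescent read-out at 0 and 10 min following addition of 50 nM substrate (final), with a 15-min room-temperature compound preincubation.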
Pol beta inh = DNA polymerase beta (human) inhibition; P06746; Pol beta primer extension/strand displacement, fluorescence kinetic; Potency, µM (titrated, usually from 114 µM), for the others: top-dose activity change, negative = inhibition, hits mostly inhibitors; 340,000 compounds, 1.3% hits; further: potency means the concentration at half of the fitted maximal effect; on the % scale 0 is the no-effect control and ±100 the full control effect
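Pol beta (10 nM) was preincubated with compound for 15 min at room temperature. The reaction was then started with 50 nM substrate and read immediately and after a further 10 min at room temperature.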
APEX1 inh = inhibitors of human APE1 endonuclease | recombinant APE1, TAMRA/BHQ-2 abasic DNA cleavage fluorescence | Potency, µM (doses to about 65.8 µM), inactives show top-dose activity change, negative = inhibition, hits mostly inhibitors | P27695 | AID 2517 | 350,000 compounds, 0.35% hits;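 further: potency means the concentration at half of the fitted maximal effect; plate controls were vehicle for no effect and reference inhibitor for full effect; nearly all actives have a fitted effect of over 55% in size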
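Readout is kinetic fluorescence (ex 525, em 598 nm) from cleavage of 50 nM TAMRA/BHQ-2 THF abasic duplex by 0.75 nM APE1, compound added 15 min beforehand at RT.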
Anesthetic bind = candidate novel general anesthetic via apoferritin binding; apoferritin/1-aminoanthracene competitive binding, fluorescence; Potency, µM (top dose mostly 77.5 µM), inactives show top-dose activity change, negative = displacement, hits mostly inhibitors; 350,000 compounds, 0.074% hits; AID 485281; further: potency means the concentration at half of the fitted maximal effect; on the % scale 0 is the no-effect control and ±100 the full control effect; nearly all actives have a fitted effect of over 20% in size
Target sequence (P02791 2-175 limits assumed): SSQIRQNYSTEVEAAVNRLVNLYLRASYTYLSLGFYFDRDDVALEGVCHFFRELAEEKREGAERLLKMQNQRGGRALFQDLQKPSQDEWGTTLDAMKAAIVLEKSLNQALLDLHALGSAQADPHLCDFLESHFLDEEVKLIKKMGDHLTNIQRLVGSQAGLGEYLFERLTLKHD
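Probe: 1-aminoanthracene (50% saturated, PBS). Protein: horse-spleen apoferritin, 10 uM. Incubation: 10 min, room temperature. Detection: 380 nm excitation, 535 nm emission. Analysis: normalized response, four-parameter Hill.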
RGS4 inhibitor = inhibitors of human regulator of G protein signaling 4; P49798; Transcreener GDP fluorescence polarization, RGS4-accelerated GTP hydrolysis; Potency, µM (highest dose often 114 µM), for inactives: top-dose activity change, negative = inhibition, actives largely listed as inhibitors; 390,000 compounds, 0.039% hits; further: potency means the concentration at half of the fitted maximal effect; on the % scale 0 is the no-effect control and ±100 the full control effect; nearly all actives have a fitted effect of over 75% in size; some results filed as inactive show a strong effect at the top dose
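MLSMR compounds (23 nl, pin-transferred) preincubated 10 min at room temperature with a 500nM (2x) first reagent, then RGS4 at 900nM (2x) plus Transcreener GDP mix added; fluorescence polarization (620/688 nm) read before and after 90 min at 30 °C.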
LDHA inh = blocks human lactate dehydrogenase A | activity change, % (values are at about 110 or 230 µM) | 480,000 compounds, 0.15% hits | P00338 | purified LDHA, NADH/diaphorase-resazurin fluorescence; hits give low values; in the data active means activity change below about -30%; inconclusive means mostly about -25% to -30%;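 further: plate controls were DMSO wells for no effect and wells without enzyme for full effect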
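Enzyme activity of human lactate dehydrogenase 5 (2 nM; 0.06 mM NADH, 0.2 mM pyruvate, 5 min, RT) is measured via a resazurin/diaphorase fluorescence readout of residual NADH.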
* hit, by the source's call; ? = inconclusive; . = not tested or not shown; [ ] = another dose, or the depositor's remark. Unless noted, the call rests on the fitted dose curve; in most records, active means well fitted curve in the direction sought with a large enough effect; inconclusive means small, poorly fitted or top-dose-only effect, or another doubt; inactive means no such curve, though single readings can be large; an effect the other way counts as inactive or inconclusive. The list is partial, so the mix of outcomes need not match the whole.

Values run as follows: Pol eta inh	ERG Ets-DNA blk	ALOX12 inh	POLK inh	Pol beta inh	APEX1 inh	Anesthetic bind	RGS4 inhibitor	LDHA inh
Cc1cnccc1CNC(=O)CC1C(=O)NCCN1CC(C)(C)C (stereo not given)
    -6%	?	12%	-4%	-15%	6%	-2%	10%	7
O=C(Nc1ccnn1C1CCN(C2CCCCC2)CC1)c1cccc(F)c1
    -4%	-8%	2%	-9%	-3%	-5%	-17%	-12%[56.9 µM]	-1
Cc1cccc(N2C(=O)CCSC23C(=O)N(Cc2ccc(F)cc2)c2ccccc23)c1 (stereo not given)
    -4%	-13%	0%	-16%	-18%	.	-12%	-5%	2
CCN1CCCC(OC(=O)c2cc(-c3ccccc3Cl)nc3ccccc23)C1 (stereo not given)
    -15%	4%	?	1%	0%	0%	?	6%	-2
Cc1ccc(Sc2ncccc2COC(=O)Nc2ccccc2)cc1
    ?	2%	-2%	-10%	1%	-8%	76%[activator]	16%	-2
O=C(Nc1nccs1)c1cc2sccc2n1Cc1ccc(Cl)cc1
    -6%	-9%	-5%	-4%	-2%	0%	3%	-22%	-6
C/C(=N/NC(=O)c1cccs1)c1cccc(N)c1
    -6%	15%	64%[activator]	-1%	49%	16%	-4%	7%	-2
CC(NC(=O)CN(c1cccc(C(F)(F)F)c1)S(C)(=O)=O)c1ccccc1 (stereo not given)
    -14%	-7%	?	-10%	0%	-16%	-16%	30%	-4
CCn1cc(CN2CCN(CCC(C)C)C(CCO)C2)c2ccccc21 (stereo not given)
    -15%	-4%	3%	-9%	45%	-1%	-4%	10%	-2
Cc1cccc(C(=O)NC2CCCc3ccccc32)c1 (stereo not given)
    .	.	-23%	.	0%	-4%	?	.	.

Complete entries, quoted from the list. Values in the order: Pol eta inh	ERG Ets-DNA blk	ALOX12 inh	POLK inh	Pol beta inh	APEX1 inh	Anesthetic bind	RGS4 inhibitor	LDHA inh
C/C(=N/NC(=O)c1cccs1)c1cccc(N)c1 across the screens: -6%	15%	64%[activator]	-1%	49%	16%	-4%	7%	-2
Cc1cccc(C(=O)NC2CCCc3ccccc32)c1 (stereo not given) across the screens: .	.	-23%	.	0%	-4%	?	.	.

Remaining list, next part.
Values run as follows: Pol eta inh	ERG Ets-DNA blk	ALOX12 inh	POLK inh	Pol beta inh	APEX1 inh	Anesthetic bind	RGS4 inhibitor	LDHA inh
CCn1nnc(NC(=O)c2cccnc2Cl)n1
    10%	-7%	0%	-11%	6%	1%	4%	22%	-8
COc1ccc(NC(=O)CSCC(=O)Nc2cc(Cl)ccc2N2CCOCC2)cc1
    -5%	1%	?	-10%	.	5%	.	-14%	-6
Cc1ccc(S(=O)(=O)NCC(=O)OCC(=O)Nc2ncc(Cl)cc2Cl)cc1
    ?	-3%	-19%	-20%	?	16%	4%	33%	-5
Cc1cc(S(=O)(=O)N2CCCCC2CCNC(=O)C(=O)NCC2CCCO2)ccc1F (stereo not given)
    -14%	.	-2%	-10%	.	6%	.	-2%	-2
Cc1ccc(S(=O)(=O)c2nc(-c3ccco3)oc2SCC(=O)c2ccc(Cl)cc2)cc1
    0%	-11%	-26%	3%	1%	.	-16%	?	2
O=C(CSc1nc2cccnc2n1Cc1ccccc1)NCc1ccco1
    ?	0%	18%	-25%	?	8%	-6%	-7%	-2
O=C(NC1CCCc2ccccc21)c1cc(S(=O)(=O)N2CCOCC2)ccc1F (stereo not given)
    -5%	-2%	-3%	19%	0%	12%	-24%	-9%	1
CCN1CCN(C(=O)CN(c2ccccc2C)S(C)(=O)=O)CC1
    -19%	0%	0%	-6%	-15%	1%	-9%	7%[11.4 µM]	1
CCN(Cc1ccccc1)C(=O)CSc1nc(C)cc(=O)[nH]1
    -9%	12%	?	9%	27%	12%	-12%	-8%	-1
Cc1ccc(C(=O)C(OC(=O)CN2C(=O)c3ccccc3C2=O)c2ccccc2)cc1C (stereo not given)
    -15%	-12%	1%	-5%	28%	-2%	-10%	-36%	0
Cc1ccc(-n2ncc3c(NCCO)ncnc32)cc1Cl
    -12%	-7%	?	-8%[60.1 µM]	-1%	.	-12%	0%	2
O=C(Nc1nc2ccccc2[nH]1)c1cccs1
    -9%	-2%	3%	1%	-16%	1%	2%	5%	-3
CCCN(CC(=O)Nc1cc(Cl)ccc1Cl)C(=O)c1ccccc1SCC(=O)N1CCCC1
    0%	2%	7%	-10%	.	1%	.	0%	-5
Cc1ccc(N(C=NC#N)CC(=O)N2CCN(c3ccccc3)CC2)cc1
    -9%	-1%	-18%	10%	-7%	14%	?	-31%	4
CC(C)(C#CC(O)(c1ccccc1)c1ccccc1)N1CCCCC1
    -4%	-9%	?	?	-4%	36%	-12%	-4%	-6
O=C(/C=C/c1ccccc1[N+](=O)[O-])NC1CCCC1
    -6%	2%	-13%	-2%	13%	7%	-17%	3%	-5
CCOC(=O)c1c(C)[nH]c(C)c1S(=O)(=O)N(C)CC(=O)N1CCN(c2ccc(OC)cc2)CC1
    -10%	-1%	-8%	0%	35%	-12%	-9%	10%	1
O=C(Cc1c[nH]c2ccccc12)N1CCN(S(=O)(=O)c2ccc(Cl)cc2)CC1
    -6%	4%	?	-11%	.	-17%	.	-16%	-2
CC(=O)c1ccc(N2CCN(C(=O)C3CCN(S(=O)(=O)c4cccs4)CC3)CC2)cc1
    -8%	-4%	6%	-3%	1%	17%[12.4 µM]	4%	21%	-9
COCCN(C(=O)COC(=O)CSc1ccc(Cl)cc1)c1c(N)n(Cc2ccccc2)c(=O)[nH]c1=O
    3%	15%	?	1%	.	-6%	.	10%	-9
O=C(COC(=O)c1ccc(O)cc1O)NC1CCS(=O)(=O)C1 (stereo not given)
    -21%	-6%	-2%	-2%	-2%	-1%	6%	2%	-4
O=C(NCc1n[nH]c(=O)c2ccccc12)C1CC(=O)N(c2ccccc2)C1 (stereo not given)
    2%	-12%	-12%	-7%	.	-17%	.	21%	1
O=C(NCCCn1ccnc1)c1ccc(Cl)cc1[N+](=O)[O-]
    -7%	7%	-4%	1%	-7%	-12%	2%	10%	-1
COc1ccc(CC(=O)Nc2nnc(-c3cccc([N+](=O)[O-])c3)s2)cc1
    -5%	-3%	31%[57.4 µM]	-15%	-3%	3%	-13%	-21%	-17
Cc1cccc(C2=NNC(=O)C(c3ccc(Cl)cc3)C2)c1 (stereo not given)
    -14%	-7%[15.4 µM]	-18%	-9%	-28%	-5%	-7%	-31%	-2
Cc1ccc(CNC(=O)C2CCN(S(=O)(=O)Cc3ccccc3)CC2)cc1
    -18%	-6%	-13%	-10%	-8%	.	28%	-1%	-7
O=C(Nc1cc(=O)[nH]c(=O)[nH]1)c1cccc(Br)c1
    -11%	0%	1%	-12%	7%	-9%	-2%	17%	-7
CCc1nnc(SCC(=O)Nc2ccccc2)n1CC1CCCO1 (stereo not given)
    -2%	18%	15%	-2%	-25%	26%	-11%	-4%	-3
CCCn1cnc2scc(-c3ccc(C)c(C)c3)c2c1=O
    -21%	1%	16%	-1%	23%	9%	-24%	-32%	-1
CCc1ccc(NC(=O)Cn2c(=O)n(CCC(=O)N3CCc4ccccc4C3)c(=O)c3ccccc32)cc1
    -4%	2%	0%	-15%	-17%	.	-4%	23%	-12
O=C(CSc1nnc(CNC(=O)c2ccccc2)n1-c1cccc(Cl)c1)Nc1ccccc1F
    -17%	-3%	-1%	-7%	48%	.	23%	-4%	3
Nc1nc(SCC(=O)Nc2ccc(S(N)(=O)=O)cc2)n[nH]1
    -23%	16%	-3%	0%	-22%	2%	0%	4%	-2
Cc1ccc(/C=C/C(=O)NCc2ccncc2)cc1
    0%	?	0%	-1%	0%[57.1 µM]	-1%	-9%	2%	-6
CSc1ccc(S(=O)(=O)NCc2ccc(Cl)cc2Cl)cc1
    -4%	-2%	?	-9%	-19%	-1%	-13%	-6%	3
C/C(=N\NC(=O)c1nnn(-c2nonc2N)c1CSc1ccccc1)c1cccnc1
    -8%	3%	11%	-10%	36%	-7%	-19%	16%	-18
CCc1cccc(C)c1NC(=S)NCC(c1cccnc1)N(C)C (stereo not given)
    -2%	4%	-4%	-3%	2%	4%	3%	12%	-7
O=C(CCC1CCCCC1)NCc1ccc(F)cc1
    -15%	-5%	-1%	-5%	7%	2%	-24%	-36%	-3
Cc1ccc2nc(NC(=S)NC(=O)c3ccco3)sc2c1
    ?	-4%	-17%	-3%	12%	-1%	-12%	-46%	-10
O=C(NCCc1cccc(C(F)(F)F)c1)C1CCC(=O)N(C2CC2)C1 (stereo not given)
    -3%	1%	?	-1%	41%	6%	-12%	-5%	0
Cc1noc(C)c1S(=O)(=O)N(C)C[C@H]1Oc2ccc(NC(=O)C3CCCCC3)cc2C(=O)N([C@H](C)CO)C[C@@H]1C
    -13%	-5%	12%	-2%	.	5%	.	-4%	-8
c1ccc(Nc2nc(NCC3CCCO3)c3ccccc3n2)cc1 (stereo not given)
    -20%	-3%	45µM*	-15%	3%	-7%	-17%	?	0
CC1CCC2(CC1)NC(=O)N(CC(=O)Nc1ccc3c(c1)OCCCO3)C2=O (stereo not given)
    -3%	2%	3%	2%	.	1%	.	30%	-7
Cc1cccc(CN(CC(=O)N/N=C/c2cccs2)S(=O)(=O)c2ccc(Cl)cc2)c1
    -10%	0%	-3%	-14%	3%	-8%	-13%	-10%	-1

Screens deposited in PubChem BioAssay by National Center for Advancing Translational Sciences (NCATS).
